# Screening results (PubChem BioAssay)
# bCat KO growth: beta-catenin-lacking colon tumor cell growth suppression; HCT116 beta-catenin knockout viability, CellTiter-Glo, 60 h; active compounds read low; viability, % at 10 µM; 140,000 compounds, 1.5% hits;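 active means viability at or under a set limit, the compound median less 4 SD, cut at about 6% in these data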;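 further: 0% = Hyamine 1622 control at 20 µM and 100% = untreated cell control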
# Phagocytosis inh: inhibitors of macrophage phagocytosis. J774A.1 macrophage IgG-bead phagocytosis, imaging. inhibition, % at 5 µM. 110,000 compounds, 0.07% hits. AID 1029;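 active means inhibition above the mean of the plate negative controls plus 5 SD, cut at about 13% in these data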;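 further: phagocytic index as fraction of beads internalized from green versus red external bead signal; plate controls were DMSO negative control for no effect and cytochalasin-D positive control for full effect; some results beyond the cut were filed as inactive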
# NPY-Y2 antag: blocks the human neuropeptide Y Y2 receptor | P49146 | NPY-Y2 expressing cells, antagonist mode | inhibition, % at 2.7 µM | 140,000 compounds, 0.99% hits | AID 793; in the data active means inhibition above about 17%;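 further: 0% = vehicle with agonist challenge and 100% = reference antagonist with challenge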
# Target sequence (P49146 whole entry, looked up): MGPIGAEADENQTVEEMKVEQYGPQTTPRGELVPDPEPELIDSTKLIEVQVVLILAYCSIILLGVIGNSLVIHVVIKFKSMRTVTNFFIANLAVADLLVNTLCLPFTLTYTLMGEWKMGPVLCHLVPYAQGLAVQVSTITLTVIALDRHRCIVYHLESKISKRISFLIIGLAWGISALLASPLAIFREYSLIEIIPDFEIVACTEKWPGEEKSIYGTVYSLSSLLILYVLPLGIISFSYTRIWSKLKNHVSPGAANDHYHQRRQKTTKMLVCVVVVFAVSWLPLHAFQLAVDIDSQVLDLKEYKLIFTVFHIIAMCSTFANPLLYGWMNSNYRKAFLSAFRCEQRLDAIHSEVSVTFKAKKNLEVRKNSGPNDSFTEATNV
# E-sel TNF inh: TNF alpha driven E-selectin expression inhibition; HUVEC TNFa-induced E-selectin immunofluorescence, high content; inhibition, % at 2 µM; 120,000 compounds, 0.71% hits; AID 1246;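 active means inhibition above the batch mean plus 3 SD, and confirmed as a hit on visual image review, cut at about 43% in these data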;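 further: 0% = TNF-stimulated DMSO wells and 100% = unstimulated control wells; not every result past the cut was called active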
# Yeast life ext: yeast lifespan extension. S. cerevisiae growth with nicotinamide, OD615; deaD strain in restrictive glucose medium. inhibition of the nicotinamide effect, % at 10 µM. 130,000 compounds, 0.68% hits;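 active means inhibition above a set limit, placed 3 SD over the median of all compounds, cut at about 26% in these data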;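 further: 0% = nicotinamide-treated wells and 100% = cells grown without nicotinamide; some compounds called inactive have numbers as strong as hits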
#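 Test system: DeaD-strain S. cerevisiae / Buffer or medium: restrictive glucose medium / Also added: nicotinamide 1.5 mM / Doses: one concentration, 10 µM, DMSO 0.25% / Schedule: 48 h at 30 °C / Signal: OD615 measurement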
# GALR2 blocker: GALR2 (human) receptor antagonism. GALR2-expressing cells, antagonist mode. 140,000 compounds, 0.39% hits. inhibition, % at 4 µM. O43603. AID 828; in the data active means inhibition above about 27%;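 further: cells stimulated with galanin 1-16 at roughly its EC80; 0% = agonist challenge control and 100% = basal control without agonist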
# Target sequence (O43603 whole entry, looked up): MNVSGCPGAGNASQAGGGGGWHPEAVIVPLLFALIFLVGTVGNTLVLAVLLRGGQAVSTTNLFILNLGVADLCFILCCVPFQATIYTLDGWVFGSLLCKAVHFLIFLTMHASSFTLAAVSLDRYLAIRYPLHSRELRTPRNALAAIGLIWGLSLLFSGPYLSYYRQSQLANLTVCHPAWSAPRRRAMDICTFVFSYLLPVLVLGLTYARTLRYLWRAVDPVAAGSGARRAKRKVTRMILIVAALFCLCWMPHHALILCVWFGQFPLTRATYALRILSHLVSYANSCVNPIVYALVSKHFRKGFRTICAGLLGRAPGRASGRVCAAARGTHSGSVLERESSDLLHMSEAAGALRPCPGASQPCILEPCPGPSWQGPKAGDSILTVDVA
# Yeast growth inh: chemicals that inhibit yeast BB579 growth in restrictive medium (lifespan-shortening candidates) | S. cerevisiae BB579 growth, OD615, 48 h | inhibition, % at 10 µM | 140,000 compounds, 0.51% hits | AID 804;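 active means inhibition above a set limit, 3 SD over the mean compound inhibition, cut at about 44% in these data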; further: inactives centre near -24
#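 Test system: Saccharomyces cerevisiae DeaD strain BB579, replicative lifespan model yeast | Buffer or medium: Restrictive CSMM-D medium | Doses: One dose, 10 µM compound with 0.25% DMSO | Incubation: 48 h exposure, 30 °C | Detection: Culture absorbance at 615 nm | Control set: Amphotericin B at 10 µg/mL as positive control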
# MRP1 act: MRP-1 activation. H69AR cells + doxorubicin, viability rescue, CellTiter-Glo. viability increase, % at 10 µM. 140,000 compounds, 0.61% hits;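 active means viability gain under doxorubicin at or above a set limit, the compound median plus 3 SD, cut at about 4.7% in these data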;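 further: MRP-1 overexpressing cells given doxorubicin 25 µM after compound pretreatment; 18-22 h compound pretreatment then 72 h with doxorubicin before readout; 0% = doxorubicin-only wells and 100% = vehicle-treated cells without doxorubicin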
# Measles CPE: protection of cells from measles virus; Measles virus-infected cells, CPE protection, absorbance; protection (pct of control), % at 4 µM; 140,000 compounds, 1.5% hits; AID 841; in the data active means protection mostly above about 24%, no sharp cut-off; inactive means mostly below about 26%; further: some compounds called inactive have numbers as strong as hits
# HCT116 PTEN-null: suppresses growth of cells with PTEN deletion. HCT116 PTEN-null viability, CellTiter-Glo, 60 h; active compounds read low. viability, % at 10 µM. 140,000 compounds, 1.2% hits. AID 827;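 active means viability at or below a set limit, 4 SD under the median of all tested compounds, cut at about 3.7% in these data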;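 further: PTEN knockout HCT116 line with beta catenin targeted HCT116 as companion control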
# Numbers without * were called inactive; nt = not tested or not shown. This is a random part of the collection; about 6.3% have a hit in one of these screens.
SMILES,bCat KO growth,Phagocytosis inh,NPY-Y2 antag,E-sel TNF inh,Yeast life ext,GALR2 blocker,Yeast growth inh,MRP1 act,Measles CPE,HCT116 PTEN-null
Cc1ccc2cc(C#N)c(N3CCCN(C(=O)C4CCCO4)CC3)nc2c1 (centres undefined),75.4,-2.1,3.8,18.0,-19.2,-13.0,-23.1,-0.2,6.0,74.1
CS(=O)(=O)c1cccc(C(=O)NC(c2ccccc2)c2ccccc2)c1,101.1,-1.6,3.2,-9.4,-2.6,5.2,-8.4,-2.9,7.7,102.9
COCCn1c(SCC(=O)N2CCCC2)nnc1C(C)C,92.9,-2.6,2.3,26.1,1.3,2.4,-19.3,0.3,6.4,97.9
Cc1c(NC(=O)CSc2nnc3sc4ccccc4n23)c(=O)n(-c2ccccc2)n1C,99.4,-4.7,1.5,-7.3,-0.1,3.5,-0.9,-1.7,1.5,89.1
CC(=O)c1cc(F)c(N2CCCCCC2)cc1C,97.2,nt,5.0,17.1,nt,4.1,-36.6,0.3,6.8,90.6
CCOc1ccccc1N1CCN(S(=O)(=O)CC)CC1,88.9,-0.7,1.1,-37.9,7.1,-3.7,-24.3,-2.1,33.3,95.4
Cc1ccccc1NC(=O)CC1(c2ccc(N(C)C)cc2)C(=O)c2ccccc2C1=O,91.4,nt,-2.6,-26.5,-5.6,-8.6,-38.5,-0.8,19.0,91.3
CCS(=O)(=O)N1CCC(NC(=O)c2cc(OC)cc(OC)c2)CC1,99.5,-1.1,3.1,20.7,-2.9,-17.6,-28.6,-0.6,1.0,94.8
CNS(=O)(=O)c1ccc(N2CCCC2=O)c([N+](=O)[O-])c1,78.6,-9.6,-0.5,nt,-1.2,-3.0,-42.2,-1.5,5.5,88.9
COC(=O)C1CCN(c2ccc(C(N)=O)cc2[N+](=O)[O-])CC1,89.8,-17.0,3.2,nt,-2.5,1.1,-28.1,1.3,4.3,95.4
CCOc1ccc(NC(=O)C2CSC(c3ccncc3)=N2)cc1 (centres undefined),100.4,nt,0.2,-5.3,-5.5,-7.3,0.5,0.5,3.2,97.9
COc1cc(C(=O)N(CCc2ccccc2)C2CC3CCC(C2)N3C)cc(OC)c1OC (centres undefined),103.5,0.3,2.0,-50.1,-7.1,6.9,-12.0,-0.9,11.2,107.0
Cc1ccc(OCC(=O)Sc2ccc(C)cc2)cc1,86.2,-0.2,3.8,0.4,-5.6,-2.3,-11.9,-4.7,38.5*,91.6
O=C(Nc1ccc(C(O)(C(F)(F)F)C(F)(F)F)cc1)c1ccc(Cl)c([N+](=O)[O-])c1,1.6*,-11.6,-5.7,nt,-1.8,7.7,-57.7,-5.0,1.2,1.8*
CCN(CC)c1ccc2c(c1)OC(N)=C(C#N)C2c1cccnc1 (centres undefined),16.6,nt,5.5,nt,-8.7,2.6,-54.8,-1.6,7.6,18.0
CCOc1ccc(Cc2c(Cl)nc(SC)nc2N(C)C)cc1,15.7,-5.5,49.9*,nt,-4.0,5.8,-34.2,-3.5,4.1,23.4
COc1cc(-c2nc3n(n2)C(c2cccc(OC)c2OC)C2=C(CCCC2=O)N3)cc(OC)c1OC (centres undefined),73.4,nt,7.6,nt,-15.6,-3.0,-21.1,-3.1,27.4,85.3
COc1ccc(N2C(=O)CCC(C(=O)O)C2c2ccc(OC)c(OC)c2)cc1 (centres undefined),100.3,-0.8,2.4,-7.9,-1.3,2.5,-21.7,-1.7,4.6,96.4
CCOc1cc(/C=C(/C#N)c2ccc(F)cc2)ccc1OCc1ccc(C(=O)O)o1,89.8,0.1,2.4,-6.1,-10.2,13.9,-22.8,2.9,18.5,104.3
Cc1cc(C)cc(NC(=O)C2(c3ccccc3)CC2(Cl)Cl)c1 (centres undefined),23.1,-2.6,0.1,10.8,0.7,-5.3,-34.0,-1.7,23.6,17.6
CCCN(CCC)S(=O)(=O)c1ccc(N2CCCC2=O)c([N+](=O)[O-])c1,89.7,-6.3,4.7,nt,0.4,7.2,-37.7,-0.6,8.9,99.5
CCCn1c(SCC(=O)/C(C#N)=C(\C)N)n[nH]c1=O,95.7,-0.9,2.2,nt,0.7,-5.2,-49.6,-0.1,10.0,99.3
COc1ccccc1OCC(=O)N1CCNC1=O,90.9,-0.5,-1.3,nt,-5.5,12.5,-8.4,-2.1,20.9,90.2
CC1CN(CN2C(=O)c3ccccc3C2=O)CC(C)O1 (centres undefined),89.2,0.1,3.4,-17.8,-16.9,4.6,-47.1,-1.0,13.1,93.4
O=C(O)c1ccc(NC(CSCc2cccc(F)c2)C(=O)O)c([N+](=O)[O-])c1 (centres undefined),92.2,0.8,0.0,3.8,-1.4,0.2,-47.2,0.5,3.4,104.5

# Random excerpt: four compounds from above
SMILES,bCat KO growth,Phagocytosis inh,NPY-Y2 antag,E-sel TNF inh,Yeast life ext,GALR2 blocker,Yeast growth inh,MRP1 act,Measles CPE,HCT116 PTEN-null
CCOc1ccc(Cc2c(Cl)nc(SC)nc2N(C)C)cc1,15.7,-5.5,49.9*,nt,-4.0,5.8,-34.2,-3.5,4.1,23.4
COC(=O)C1CCN(c2ccc(C(N)=O)cc2[N+](=O)[O-])CC1,89.8,-17.0,3.2,nt,-2.5,1.1,-28.1,1.3,4.3,95.4
CC1CN(CN2C(=O)c3ccccc3C2=O)CC(C)O1 (centres undefined),89.2,0.1,3.4,-17.8,-16.9,4.6,-47.1,-1.0,13.1,93.4
Cc1ccccc1NC(=O)CC1(c2ccc(N(C)C)cc2)C(=O)c2ccccc2C1=O,91.4,nt,-2.6,-26.5,-5.6,-8.6,-38.5,-0.8,19.0,91.3

# (further entries)
SMILES,bCat KO growth,Phagocytosis inh,NPY-Y2 antag,E-sel TNF inh,Yeast life ext,GALR2 blocker,Yeast growth inh,MRP1 act,Measles CPE,HCT116 PTEN-null
CSCCC(NC(=O)c1cncc(Br)c1)C(=O)O (centres undefined),95.4,-0.6,1.5,-6.6,-17.2,-6.3,-7.4,-2.3,1.3,92.4
CCOC(=O)C1CCCN(C(=O)c2cc(-c3ccccc3)on2)C1 (centres undefined),107.0,2.4,1.4,-13.4,-14.6,-2.7,-7.4,-1.7,8.2,95.8
CCc1[nH]c(=O)c(C#N)c2c1CSC(C)(C)C2,89.5,nt,3.1,7.5,-2.9,-9.7,-25.1,-0.8,1.8,100.0
CCOC(=O)N1CCC(NC(=O)c2ccc(CS(=O)(=O)c3ccc(OC)cc3)o2)CC1,100.1,nt,0.1,nt,-6.8,-1.8,-12.3,-1.7,0.1,101.8
CC1=C(C(=O)OC(C)C)C(c2cccc([N+](=O)[O-])c2)n2c(cc(=O)[nH]c2=S)N1 (centres undefined),79.0,-0.7,2.9,nt,3.0,-8.9,-34.6,3.8,5.9,85.8
S=c1[nH]nc(-c2cccnc2)n1/N=C/c1cccs1,84.7,-1.4,0.9,4.1,0.5,0.2,-38.1,-2.4,14.5,88.6
O=C(Cn1c(=O)oc2ccccc21)N1CCN(c2ccccc2)CC1,97.5,2.2,0.4,1.8,-14.5,8.9,-33.2,-1.3,4.4,87.2
O=C(COC(=O)c1cnccn1)c1ccccc1,106.0,-2.5,2.3,13.1,-15.2,-9.4,22.3,-1.8,10.1,111.8
COc1ccc(S(=O)(=O)N[C@@H](CC(C)C)C(=O)O)cc1,96.1,-1.4,2.1,-3.3,-0.5,-7.9,-8.8,-0.6,14.7,104.5
CC(=O)Nc1ccc(S(=O)(=O)NNC(=O)COc2ccc(C(C)(C)C)cc2)cc1,92.7,-2.4,-1.3,-2.5,4.6,7.0,13.3,-2.4,3.5,97.8
O=C(Nc1nc(-c2ccc3c(c2)OCO3)cs1)C1COc2ccccc2O1 (centres undefined),99.2,-1.6,16.0,-16.4,-2.9,9.0,-43.2,-0.1,19.8,103.2
Cc1onc(-c2ccccc2Cl)c1C(=O)N1CC(C)OC(C)C1 (centres undefined),98.2,0.7,4.2,-5.4,0.9,-3.3,-18.5,-2.2,1.4,98.5
O=C(COC(=O)c1ccccc1)NCc1ccco1,88.7,0.0,2.7,-8.0,-12.2,-6.8,-6.9,-0.5,25.9*,91.0
Cc1cccc(NC(=O)Cn2c(=O)oc3ccccc32)c1,88.8,nt,-1.5,3.0,-28.2,2.1,-18.7,-3.2,25.4,85.1
O=C(NCCc1ccccc1)C1CCCN(C(=O)NC2CCCCC2)C1 (centres undefined),97.4,-0.4,-0.5,13.7,-5.0,14.8,-55.2,-1.4,11.9,98.0
O=C(Cn1c(=O)oc2ccccc21)N1CCCCC1,92.5,-0.3,0.4,nt,-1.9,4.6,16.2,-0.7,9.0,102.1
Cc1cccc(NC2=NC(=S)N(CC#N)C23CCCCC3)c1,73.0,nt,-0.4,10.9,nt,4.0,-24.0,-0.8,26.9,70.2
COc1ccc(-c2nc(C#N)c(NCC3CCCO3)o2)cc1 (centres undefined),93.6,-1.1,2.8,-20.5,-25.3,15.0,-22.4,-0.5,15.6,98.2
CCN(CC)C(=O)c1sc2[nH]c(=S)n(-c3ccccc3)c(=O)c2c1C,97.9,nt,-2.1,nt,-5.3,7.2,-30.9,-0.1,17.9,110.0
COC(=O)COC(=O)c1ccc(Oc2nc(OC)nc(N(C)C)n2)cc1,97.6,-0.3,6.4,4.0,-10.9,6.4,-40.9,-0.2,13.5,107.3
COc1ccc(CN2C(=O)C(O)(CC(=O)c3c(C)n[nH]c3C)c3ccccc32)cc1OC (centres undefined),80.1,-3.5,2.9,-2.3,-19.5,5.6,-9.7,-3.5,4.2,77.6
Cc1cc(C(=O)Nc2c(C)cccc2C)n(-c2ccccc2)n1,95.3,-0.5,1.5,nt,-5.3,0.2,7.7,-2.1,33.0,94.8
O=C(NCc1ccc(F)cc1)C1CCCN(S(=O)(=O)c2cccc3nsnc23)C1 (centres undefined),92.9,nt,0.2,-30.6,-3.9,-1.1,-28.8,-2.4,2.0,98.0
CC1CCCN(C(=O)CSCC(=O)Nc2nc(-c3cccs3)cs2)C1 (centres undefined),85.8,-0.2,9.1,-4.7,-16.6,-6.0,-51.9,-1.3,4.7,90.8
CCCCNC(=S)N(Cc1c(C)noc1C)c1ccccc1,88.9,nt,2.2,nt,0.1,-3.7,-17.3,-1.6,6.5,77.2
CC(=NCCCN(C)C)C1=C(O)c2ccccc2C1=O,94.7,0.0,5.7,18.4,-3.1,3.1,-34.2,0.1,15.8,94.0
C1CCC2(CC1)C1=C(CCCC1)Nc1nnnn12,97.6,-0.5,2.8,4.3,0.0,-2.9,-26.0,-1.0,12.9,92.9
CC1CC(=O)c2cn3c(nc2C1)nc1ccccc13 (centres undefined),94.0,-0.8,0.0,14.7,-6.0,-7.0,-33.8,-2.3,11.6,93.1
Cc1cc(C)nc(SCc2cc(=O)c(OC(=O)c3ccc(S(=O)(=O)N(C)C)cc3)co2)n1,94.6,1.6,0.9,12.4,-4.9,-1.9,-18.4,0.4,15.7,86.2
